GalR3 antag = GalR3 antagonists in HEK293 cells, primary screen, cell-based, fluorescence readout; HEK293 GalR3-CNG cAMP membrane potential fluorescence; galR3 body fused to GalR1 C-terminus; Galanin receptor type 3 (Homo sapiens), O60755; inhibition, % at 3 µM; actives 0.44% (n = 360,000);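 active = inhibition above the screen-wide average plus 3 SD, cut at about 13% in these data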;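 also: forskolin and galanin both at EC90 stimulate the cells; cAMP rise reported by CNG channel membrane potential dye signal; 0% = forskolin plus galanin with DMSO and 100% = forskolin alone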
Target sequence (O60755 1-299 limits assumed): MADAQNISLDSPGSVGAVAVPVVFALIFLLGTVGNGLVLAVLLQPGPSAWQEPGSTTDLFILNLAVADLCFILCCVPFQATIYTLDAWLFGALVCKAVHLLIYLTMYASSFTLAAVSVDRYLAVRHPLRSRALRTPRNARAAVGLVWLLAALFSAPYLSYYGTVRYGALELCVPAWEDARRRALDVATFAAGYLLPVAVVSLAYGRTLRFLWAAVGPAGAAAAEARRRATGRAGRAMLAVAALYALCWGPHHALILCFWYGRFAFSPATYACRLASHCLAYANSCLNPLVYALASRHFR
IMP-1 inh = IMP-1 metallo-beta-lactamase inhibitors, primary screen, biochemical, epi-absorbance readout, Pseudomonas aeruginosa enzyme; purified IMP-1, nitrocefin hydrolysis, epi-absorbance fluorescence; inhibition, % at 5.6 µM; actives 0.45% (n = 290,000); metallo-beta-lactamase IMP-1 (Pseudomonas aeruginosa);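 active = inhibition above the mean plus 3 SD of all compounds in the same screening run, cut at about 4.5% in these data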;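 also: 0% = IMP-1 with DMSO and 100% = DMSO wells lacking enzyme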
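System: Purified IMP-1 | Read-out basis: Percent enzyme inhibition | Controls: IMP-1 with DMSO as 0%, enzyme-free DMSO as 100% | Replicates: One well per compound | Doses: 5.6 µM nominal single concentration | Detection: Epi-absorbance fluorescence, 480 nm excitation, 530 nm emission | Incubation: 25 °C, 15 min preincubation, 25 min reaction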
VIM-2 inh = VIM-2 metallo-beta-lactamase inhibitors, primary screen, biochemical, epi-absorbance readout, Pseudomonas aeruginosa enzyme; inhibition, % at 5.6 µM; purified VIM-2, nitrocefin hydrolysis, epi-absorbance fluorescence; AID 1527, 2009; actives 0.89% (n = 290,000);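 active = inhibition above the mean of all tested compounds plus 3 SD, cutoff set per screening run, cut at about 7.5% in these data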;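 also: red hydrolysis product quenches plate fluorescence so inhibitors raise well fluorescence; 0% = enzyme with DMSO and 100% = DMSO without enzyme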
NS3 helicase inh = inhibitors of HCV NS3 helicase, primary screen, biochemical, Cy5 molecular beacon fluorescence | AID 1800, 2009 | NS3 helicase DNA unwinding | actives 0.56% (n = 290,000) | Hepatitis C virus NS3 helicase | inhibition, % at 10.9 µM;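 active = inhibition above the mean of all tested compounds plus 3 SD, set per campaign, cut at about 35% in these data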;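 also: 0% = DMSO wells and 100% = thioflavine S control wells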
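System: Hepatitis C virus NS3 helicase domain fragment enzyme | Reagent: Annealed dual-labelled DNA beacon duplex, ATP-started | Compound dosing: 10.9 µM single point, 0.8% DMSO | Incubation: 1 h reaction at 25 °C, ATP-initiated | Technique: Cy5 fluorescence | Evaluation: Percent inhibition from t60/t0 fluorescence ratio | Benchmarks: Low DMSO, high thioflavine S at 110 µM | Replication: Singlicate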
pCIP destab = p/CIP-EGFP fusion destabilizers, primary screen, fluorescence, F442A cells. decrease of EGFP signal, % at 10 µM. 16 h. actives 0.01% (n = 290,000). AID 1984, 2009;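 active = EGFP signal decrease of at least 30% at 10 µM or well 3 SD below plate mean, unless failing retest; inactive = the rest, including hits failing retest or dose response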; also: some compounds called inactive have numbers as strong as hits; many of its hits are not listed in these tables
IDE cell inh = human IDE inhibitors in live cells, primary screen, fluorescence polarization, HEK cells, FAbetaB substrate | FAbetaB cleavage | inhibition, % at 5.59 µM | actives 0.41% (n = 320,000) | AID 434962, 2010;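 active = percent inhibition above the average of all tested compounds plus 3 SD, set per screening campaign, cut at about 16% in these data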;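 also: IDE supplied by intact live HEK cells; FP after avidin binding of uncleaved biotin substrate so inhibition keeps polarization high; 0% = DMSO wells and 100% = 60 µM reference IDE inhibitor Ii1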
CRFBP-R2 block = antagonists of CRF-BP/CRF-R2 complex, primary screen, cell-based, HEK293, calcium dye fluorescence, uHTS; CRF-induced calcium fluorescence; inhibition, % at 11.8 µM; actives 0.59% (n = 350,000);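 active = inhibition of the ligand-induced calcium signal above about 50% at the single tested concentration, limit read from the data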
SUMO HTRF inh = inhibitors of in vitro SUMOylation cascade, primary screen, biochemical, HTRF, uHTS; actives 0.36% (n = 290,000); SUMO-conjugating enzyme UBC9 (Homo sapiens), P63279; HTRF SUMOylation assay, SAE1/SAE2 + UBC9; inhibition, % at 35 µM; in the data active = inhibition above about 50%, passing the limit was not always enough; also: strong numbers were not always called active
Target sequence (P63279 whole entry, looked up): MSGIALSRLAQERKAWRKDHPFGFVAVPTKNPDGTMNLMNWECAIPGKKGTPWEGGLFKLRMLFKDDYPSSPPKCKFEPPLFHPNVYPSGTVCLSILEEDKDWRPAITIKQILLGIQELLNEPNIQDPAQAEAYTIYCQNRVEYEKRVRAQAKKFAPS
IDE act = human IDE activators in live cells, primary screen, fluorescence polarization, HEK cells, FAbeta-B substrate. FAbeta-B cleavage; 0% vehicle, 100% cell-free pure enzyme wells. AID 493087, 2011. activation, % at 5.96 µM. Insulin-degrading enzyme (Homo sapiens), P14735. actives 0.073% (n = 340,000);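 active = activation above the mean of all tested compounds plus 3 SD, set per screening campaign, cut at about 17% in these data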
The depositor's hits bear a star; . = no result given. Not all compounds are listed; rates above refer to the full screens.

SMILES | GalR3 antag | IMP-1 inh | VIM-2 inh | NS3 helicase inh | pCIP destab | IDE cell inh | CRFBP-R2 block | SUMO HTRF inh | IDE act
Cc1cc(/C=C2\C(=O)NC(=O)N(Cc3ccco3)C2=O)c(C)n1-c1ccc(C(=O)O)cc1 | -1.4 | -4.1 | -1.4 | 24.5 | 3.1 | -0.4 | 3.7 | 14.7 | 2.0
CC(=O)Nc1ccccc1C(=O)OCc1cccc(F)c1 | 9.7 | -2.4 | -1.5 | 0.8 | 4.6 | 3.0 | 1.4 | -2.1 | 5.3
CCC(=Nc1ccc2c(c1)CCC2)c1c(O)n(-c2ccc(OC)cc2)c(=O)[nH]c1=O | -4.5 | -0.7 | -2.2 | 3.1 | -6.1 | 2.4 | -2.9 | 12.4 | -2.5
O=C(c1cc(S(=O)(=O)N2CCC3(CC2)OCCO3)ccc1F)N1CCC2(CC1)OCCO2 | -6.0 | -2.4 | -1.2 | 4.9 | 13.1 | -4.7 | 8.0 | -2.5 | 1.8
CC(NCc1cccc(Cl)c1Cl)C(O)c1ccccc1 (configuration not stated) | 3.0 | -0.5 | -1.0 | -14.1 | -10.0 | 1.5 | -29.1 | -2.8 | 3.2
O=c1[nH]c(=O)n(-c2ccc(Br)cc2)c(O)c1C=NC(CO)(CO)CO | -1.5 | -3.1 | -0.2 | -0.9 | -8.9 | 5.0 | 3.1 | 28.8 | .
CN1C(=O)C(=CN2CCN(C(=O)c3ccco3)CC2)C(=O)N(C)C1=S | -0.5 | 1.8 | -1.5 | 13.3 | -1.1 | -2.3 | -2.0 | 7.2 | 4.2
COc1cc(CC(C)N)c(OC)cc1I (configuration not stated) | -8.7 | . | . | . | . | -2.5 | 9.0 | . | 5.5
O=C(NCC(c1cccnc1)N1CCN(c2ccccc2)CC1)Oc1ccccc1 (configuration not stated) | -0.1 | -4.3 | -2.0 | -12.8 | -8.9 | -0.4 | -16.0 | 15.2 | 2.5
O=C(CN1CCCC1=O)Nc1ccccc1 | -2.9 | -2.3 | -1.5 | -4.2 | -0.9 | -1.7 | -6.0 | 18.9 | 5.4
OC(CNC1CCCCC1)C(F)(F)F (configuration not stated) | -2.5 | -2.5 | -1.6 | 1.0 | -4.4 | 8.7 | -8.6 | -0.9 | 19.9*
C/C(=N\Nc1ccccc1)c1c(O)n(Cc2ccccc2)c(=O)[nH]c1=O | 3.8 | -0.1 | 0.4 | 10.3 | -14.1 | 5.5 | -39.4 | 9.8 | 1.9
CCOC(=O)C1=C(N)Oc2cc(C)oc(=O)c2C12C(=O)N1c3c(cccc32)C(C)=CC1(C)C (configuration not stated) | -5.8 | -4.1 | -3.1 | -7.0 | -17.0 | -6.2 | -9.9 | 11.9 | -2.5
CCOC(=O)c1c(C)n(CCN2CCN(C)CC2)c2ccc(OC)cc12 | . | -0.7 | 60.7* | 7.5 | -2.4 | 2.7 | -21.6 | 4.4 | -2.7
CC(C)CCn1c(N)c(C(=O)NCc2cccs2)c2nc3ccccc3nc21 | . | -2.5 | -3.5 | 15.7 | -9.8 | -1.2 | -11.4 | 98.6 | 3.5
O=c1[nH]c(=S)[nH]c(O)c1/C=C1/C=c2ccccc2=N1 | -11.0 | -1.1 | 0.3 | 16.4 | -0.4 | -1.9 | -34.1 | 4.0 | -7.6
COc1ccc(CC(C)NCCc2ccc(OC)c(OC)c2)cc1 (configuration not stated) | 0.3 | -2.8 | -2.3 | -10.4 | -5.0 | -4.6 | 5.3 | 12.3 | 0.0
CC(Cc1ccccc1)NC(=O)CN1CCCC1=O (configuration not stated) | -4.5 | -1.2 | -1.1 | 0.1 | -8.2 | -1.9 | 1.2 | 3.0 | 2.7
NC(=O)c1ccc(N=Cc2c(O)n(Cc3ccco3)c(=O)[nH]c2=O)cc1 | 2.5 | -1.4 | -1.5 | 9.7 | 6.0 | 2.7 | 1.5 | 21.4 | -0.5
Cc1cccc(N2C(=O)NC(=O)/C(=C/c3cc4c(cc3[N+](=O)[O-])OCO4)C2=O)c1 | -4.5 | 0.6 | 0.2 | 7.7 | -8.8 | 2.0 | -7.1 | 47.6 | 8.1
Clc1ccc(CNCCc2ccc3c(c2)OCO3)cc1 | -9.7 | -1.6 | 0.7 | -9.8 | -2.4 | 5.2 | 1.5 | -15.3 | 4.9
S=C1CN=C(c2ccccc2)c2cc(Cl)ccc2N1 | -3.6 | -1.2 | -2.2 | 0.2 | 4.1 | 3.8 | 6.7 | 17.0 | -4.5
Cc1nc2ccccc2c(=O)n1-c1ccc(F)cc1 | -1.4 | 0.2 | -0.4 | -5.0 | -2.4 | 7.1 | -4.2 | 19.5 | 6.6
Fc1ccccc1CCNCc1ccccc1 | -1.4 | -1.0 | -0.9 | 3.3 | -3.5 | -0.2 | -6.3 | 7.4 | 1.9
Fc1cccc(F)c1CN1CCN(c2ccc(Cl)cc2)CC1 | -9.1 | -0.8 | -0.3 | -5.2 | -6.8 | 0.0 | -19.2 | 5.0 | 4.9
COc1ccccc1N1CCN(Cc2ccccc2F)CC1 | -3.4 | -2.5 | -0.3 | 3.7 | 8.5 | 2.3 | 18.4 | 17.5 | 1.0
CC12CCCCC1=NC(c1ccc(Br)cc1)N2O (configuration not stated) | -5.3 | -1.2 | -3.5 | 4.1 | 6.2 | 1.3 | 3.6 | 10.4 | 2.2
NCC(CC(=O)O)c1ccc(Cl)cc1 (configuration not stated) | 0.2 | -0.1 | 0.5 | -7.0 | -7.6 | 6.5 | 3.1 | -6.5 | 4.2
Clc1ccc(OCC#CCN2CCOCC2)cc1 | -9.2 | -2.1 | -3.0 | -0.3 | -4.5 | 4.2 | 12.8 | 12.1 | -0.2
CC(Cc1ccccc1)NC=O (configuration not stated) | 1.1 | -0.8 | -2.9 | 8.8 | 0.6 | 4.2 | -4.4 | 10.5 | 2.8
O=C1NC(=S)N(c2ccc(F)cc2)C(=O)/C1=C/c1ccccc1O | -0.1 | 2.4 | 0.0 | 23.9 | 0.0 | -0.8 | 9.2 | 9.7 | 1.0
C[C@H]1CC[C@@H]2N(C1)C[C@H]1[C@@H]3C[C@H]4[C@@H](CC(=O)[C@H]5C[C@@H](O)CC[C@@]54C)[C@@H]3CC[C@H]1[C@]2(C)O | -7.1 | -1.5 | -1.6 | 1.3 | -12.2 | -0.1 | -10.4 | -6.9 | 1.4
COC(=O)N1CCN(C(=O)Cc2ccc(Cl)c(Cl)c2)C(CN2CCCC2)C1 (configuration not stated) | . | -2.6 | -3.5 | -6.1 | -1.7 | 1.1 | . | 8.1 | .
CCN(CC)CCCNC(=O)c1c(O)c2ccccc2n(Cc2ccccc2)c1=O | -3.5 | -2.7 | 12.1* | -90.7 | 2.2 | 1.1 | -20.8 | -4.1 | 2.5
COC(=O)C1=C(c2ccccc2OCc2ccccc2)C[C@@H]2CC[C@H]1N2C(=O)NCCOc1ccc(OC)cc1 | -8.8 | . | . | . | . | 3.4 | 14.4 | . | 1.2
CCC1(OC(=O)c2ccccc2)CC(C)N(C)CC1C (configuration not stated) | -8.4 | 1.3 | 1.5 | -5.8 | -7.1 | -3.5 | 0.6 | 4.3 | 1.9
COc1ccccc1CN1CCN(C(=O)COc2ccc3ccccc3c2)CC1 | -11.5 | -1.1 | -0.9 | -14.1 | -5.2 | 0.2 | 3.8 | 7.7 | -5.6
O=C(CNC(=O)c1ccccc1Cl)Nc1ccc(Br)cc1C(=O)c1ccccc1 | -8.8 | -1.1 | -1.8 | 4.2 | -0.5 | -1.6 | -14.0 | 0.5 | 5.8
CCN(CC)S(=O)(=O)c1ccc(NN=C(C#N)C#N)cc1 | -2.4 | -3.5 | -3.3 | 6.2 | -13.5 | 3.0 | 40.6 | -19.0 | 3.5
C[C@]12CCC3=C4CCC(=O)C=C4CC[C@H]3C1CC[C@@H]2O (some centres not stated) | -9.0 | -3.1 | -0.5 | 12.7 | 3.3 | 3.7 | -2.4 | -7.0 | -1.6
Fc1ccc2c(c1)nnn2C1CCN(Cc2c(Cl)cccc2Cl)CC1 | -5.7 | -4.1 | -2.4 | 1.2 | -93.3 | 3.8 | 16.8 | -5.7 | 5.2
OC(CC#CCN1CCCCCC1)(c1ccccc1)C1CCCC1 (configuration not stated) | -14.6 | -3.6 | -2.0 | 8.9 | -2.1 | -0.6 | -14.6 | 2.5 | 4.4
COC(=O)C1=C(c2cccc(C#N)c2)C[C@@H]2CC[C@H]1N2C(=O)NC1CC1 | 15.5* | . | . | . | . | -3.3 | 0.2 | . | -1.3
Cc1[nH]c2ccc(OCc3ccccc3)cc2c1CCN | -11.5 | -5.6 | -3.2 | -58.8 | -0.3 | 7.1 | 2.0 | -24.0 | 4.3
COc1cc2c(cc1OC)C(C(=O)NCCC(C)C)C1CCCCN1C2=O (configuration not stated) | -9.1 | -0.8 | -3.5 | -1.1 | -4.1 | 2.0 | -8.6 | 16.4 | 4.8
O=C1NC(=S)N(c2ccc(F)cc2)C(=O)/C1=C\c1ccoc1 | . | 2.9 | -2.9 | 28.4 | 0.8 | . | -8.2 | 29.0 | -2.2
COc1cc(/C=N/NC(=O)Cn2c([N+](=O)[O-])cnc2C)ccc1OC(=O)N(C)C | -7.9 | -2.7 | 0.8 | -0.9 | -8.8 | 3.0 | -0.2 | 24.5 | -2.2
COc1ccc(OC)c(C2=NOC(C(=O)N3CCC4(CC3)OCCO4)C2)c1 (configuration not stated) | -3.5 | -1.8 | -2.9 | -5.4 | -2.6 | 2.2 | 21.8 | -5.3 | -0.8
O=c1[nH]c(O)c(N=Nc2cccc(S(=O)(=O)N3CCOCC3)c2)c(=O)[nH]1 | -1.6 | -2.0 | -2.5 | 16.2 | -6.7 | -3.8 | 6.4 | 4.1 | -2.4
Cn1cc(C(=O)OCC(=O)NC2(C#N)CCCC2)c2ccccc21 | 4.7 | . | . | . | . | 4.3 | 11.2 | . | 3.9

Profiles as entered above. Screens in order: GalR3 antag | IMP-1 inh | VIM-2 inh | NS3 helicase inh | pCIP destab | IDE cell inh | CRFBP-R2 block | SUMO HTRF inh | IDE act
Entry for OC(CC#CCN1CCCCCC1)(c1ccccc1)C1CCCC1 (configuration not stated) → -14.6 | -3.6 | -2.0 | 8.9 | -2.1 | -0.6 | -14.6 | 2.5 | 4.4
Entry for COc1cc(/C=N/NC(=O)Cn2c([N+](=O)[O-])cnc2C)ccc1OC(=O)N(C)C → -7.9 | -2.7 | 0.8 | -0.9 | -8.8 | 3.0 | -0.2 | 24.5 | -2.2

Assay outcomes: PubChem BioAssay, several laboratories
